CRFBP-R2 block = antagonists of CRF-BP/CRF-R2 complex, primary screen, cell-based, HEK293, calcium dye fluorescence, uHTS; inhibition, % at 11.8 µM; actives 0.59% (n = 350,000); CRF-induced calcium fluorescence;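 active = inhibition of the ligand-induced calcium signal above about 50% at the single tested concentration, limit read from the data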
M5 ag = human M5 muscarinic receptor agonists, primary screen, CHO-K1 cells, Fluo-8 calcium fluorescence; CHO-K1 hM5 cells; 0% DMSO wells, 100% maximal acetylcholine response; activation, % at 3 µM; actives 0.19% (n = 360,000); AID 624037, 2012;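 active = activation above the run's mean over test compounds plus 3 SD, cut at about 23% in these data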;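 note: signal is peak over basal fluorescence ratio across the kinetic read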
Target sequence (P08912 whole entry, looked up): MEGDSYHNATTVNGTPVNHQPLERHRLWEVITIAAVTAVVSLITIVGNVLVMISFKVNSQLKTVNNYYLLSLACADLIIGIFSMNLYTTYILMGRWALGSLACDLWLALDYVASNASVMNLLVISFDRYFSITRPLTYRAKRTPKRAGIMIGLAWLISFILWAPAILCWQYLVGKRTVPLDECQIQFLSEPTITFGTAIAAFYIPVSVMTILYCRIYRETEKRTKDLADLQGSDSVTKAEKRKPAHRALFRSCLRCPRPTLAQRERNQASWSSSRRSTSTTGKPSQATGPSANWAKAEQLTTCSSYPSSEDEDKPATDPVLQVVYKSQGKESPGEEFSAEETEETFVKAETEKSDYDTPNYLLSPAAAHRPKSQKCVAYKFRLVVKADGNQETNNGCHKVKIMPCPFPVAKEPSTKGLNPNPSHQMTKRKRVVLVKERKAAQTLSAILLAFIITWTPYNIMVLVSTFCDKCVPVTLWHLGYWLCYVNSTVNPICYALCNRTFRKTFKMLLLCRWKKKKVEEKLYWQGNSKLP
TAAR1 agonist = human TAAR1 agonists, primary screen, Fluo-8 calcium fluorescence, CHO RD-HGA16 cells. activation, % at 3 µM. actives 0.99% (n = 360,000). vehicle wells 0%, saturating PEA agonist 100%;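 active = activation above the mean activation of all test compounds in the run plus 3 SD, cut at about 38% in these data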
Target sequence (Q96RJ0 whole entry, looked up): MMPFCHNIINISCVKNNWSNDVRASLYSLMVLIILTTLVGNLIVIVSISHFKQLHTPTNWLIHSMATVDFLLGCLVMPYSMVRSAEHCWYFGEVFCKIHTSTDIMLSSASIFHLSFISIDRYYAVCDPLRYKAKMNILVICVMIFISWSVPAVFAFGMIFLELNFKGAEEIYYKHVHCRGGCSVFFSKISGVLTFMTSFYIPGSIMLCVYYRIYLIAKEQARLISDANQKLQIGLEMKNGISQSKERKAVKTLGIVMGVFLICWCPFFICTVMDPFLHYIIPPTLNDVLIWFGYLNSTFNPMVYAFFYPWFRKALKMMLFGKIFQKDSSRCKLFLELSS
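Signal – calcium-sensitive Fluo-8 signal, excitation 470-495, emission 515-575 nm · System – RD-HGA16 (CHO) cells co-expressing Gα16 and hTAAR1 · Incubation – 17-24 h seeding, 75 min 37 °C dye, 30 min RT · Compound dosing – 3 µM single concentration · Repeats – no replicates (n 1)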
CHRM5 antagonist = human M5 muscarinic receptor antagonists, primary screen, CHO cells, Fluo-8 calcium fluorescence; AID 624040, 2012; inhibition, % at 3 µM; CHO-hM5 cells, ACh EC80; actives 0.59% (n = 360,000); Muscarinic acetylcholine receptor M5 (Homo sapiens), P08912;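 active = inhibition above a per-plate cutoff, the mean of that plate's test compounds plus 3 SD, cut at about 27% in these data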;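 note: 0% = acetylcholine EC80 with DMSO and 100% = DMSO without agonist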
CRFR2-BP ag = agonists of CRF-BP/CRF-R2 complex, primary screen, cell-based, HEK293, calcium dye fluorescence, uHTS | CRF-binding protein / CRF receptor 2 complex (human) | actives 0.46% (n = 350,000) | calcium dye fluorescence (FLIPR); percent of saturating CRF peptide response | activation, % at 13.2 µM;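 active = activation of at least 50%, plus an integration ratio under a set limit after plate pattern correction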;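 note: plate controls were neutral control wells without compound for no effect and CRF at EC100 for full effect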
M1 PAM parental = nonselective calcium activators in parental CHO-K1 cells, primary screen, counter-screen for M1 PAM project, cell-based, Fluo-8 calcium fluorescence, full deck, 1536-well; activation, % at 3 µM; actives 0.02% (n = 360,000); ATP EC20; 0% at ATP EC20, 100% at ATP max; AID 602247, 2012;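 active = activation above the run cutoff, the mean activation of all test compounds plus 3 SD, cut at about 40% in these data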;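 note: peak over basal fluorescence ratio in a 140 s read after ATP addition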
CHRM4 PAM = human M4 muscarinic receptor positive allosteric modulators, primary screen, CHO-K1 cells, Fluo-8 calcium fluorescence | Muscarinic acetylcholine receptor M4 (Homo sapiens), P08173 | CHO-K1 hM4/Gqi5, ACh EC20; 0% = ACh EC20, 100% = maximal ACh | activation, % at 3 µM | actives 0.4% (n = 360,000) | AID 624126, 2012;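 active = activation above its plate's cutoff, the mean activation of sample wells plus 3 SD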; note: some results filed as inactive read as strong as hits
TAAR1 antagonist = human TAAR1 antagonists, primary screen, Fluo-8 calcium fluorescence, CHO RD-HGA16 cells | Trace amine-associated receptor 1 (Homo sapiens), Q96RJ0 | antagonist | inhibition, % at 3 µM | actives 1.5% (n = 360,000) | AID 624466, 2012;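 active = inhibition above a per-plate cutoff, the mean inhibition of test compounds on that plate plus 3 SD, cut at about 49% in these data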;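 note: 0% = DMSO plus EC80 beta-PEA response and 100% = DMSO alone without agonist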
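Assay system: RD-HGA16 CHO cells with stable hTAAR1 and Gα16 / Reagent: EC80 β-phenethylamine stimulus / Doses: 3 µM, single point / Timing: dye loading 75 min at 37 °C, then 30 min room temperature / Measured by: Fluo-8 intracellular calcium dye fluorescence, real-time kinetic reads / Controls: vehicle wells and EC80 agonist wells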
M5 PAM = human M5 muscarinic receptor positive allosteric modulators, primary screen, CHO-K1 cells, Fluo-8 calcium fluorescence | Muscarinic acetylcholine receptor M5 (Homo sapiens), P08912 | CHO-K1 hM5, ACh EC20 PAM; 0% = ACh EC20, 100% = ACh EC100 | activation, % at 3 µM | actives 0.3% (n = 360,000) | AID 624038, 2012;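 active = activation above the run cutoff, the mean activation of all test compounds plus 3 SD, cut at about 18% in these data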
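System: CHO-K1 hM5 cells. Reagent: acetylcholine, EC20 level. Compound dosing: single dose, 3 µM nominal final test concentration. Timing: Post-acetylcholine fluorescence recording 140 s. Detection: Fluo-8 calcium fluorescence. Read-out: % activation, ACh-normalized. Benchmarks: ACh EC20 and EC100 wells. Repeats: singlicate, one well per test compound.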
* marks the source's active call; other numbers are inactive results; . = no result given; & = joins results of further samples. Not a hit list. Share with any hit: about 4.2%.

SMILES	CRFBP-R2 block	M5 ag	TAAR1 agonist	CHRM5 antagonist	CRFR2-BP ag	M1 PAM parental	CHRM4 PAM	TAAR1 antagonist	M5 PAM
CCC(Oc1ccccc1)C(=O)Nc1nnc(C)s1 (stereo not given)	-68	-2	1	-10	3.9	8	27	6	2
Cc1ccc(C(=O)N/C(=C\c2ccc(Cl)cc2)C(=O)NCCN2CCOCC2)cc1	-20	-2	0	-5	2.1	4	-3	-7	0
COc1ccc(N(CC(=O)N2CCN(C)CC2)S(=O)(=O)c2ccccc2)cc1OC	-22	-5	2	-1	0.8	-7	3	-7	-6
CCOc1cc(C2C3=C(CCCC3=O)NC3=C2C(=O)CCC3)ccc1OCCO	4	2	-1	3	-1.2	-3	13	11	0
COc1ccc(S(=O)(=O)N2CCC(C(=O)NCCC(=O)NCc3ccccc3OC)CC2)cc1	-4	-7	1	7	-0.4	12	4	-34	3
O=C(NC1(C(F)(F)F)NC(=O)N(Cc2cccnc2)C1=O)c1ccncc1 (stereo not given)	6	3	6	-1	-0.6	8	6	-9	5
CCOC(=O)C1CCN(Cc2nc3ccccc3c(=O)n2-c2ccc(OCC)cc2)CC1	2	1	4	8	-6.1	8	-5	7	-8
O=C1[C@H]2[C@@H](c3ccccc3)N[C@]3(CCCN(Cc4ccc(C(F)(F)F)cc4)C3=O)[C@H]2C(=O)N1Cc1ccccc1	2	1	12	8	3.3	8	-7	50*	-2
COc1cc(S(=O)(=O)N2CCOCC2)c(OC)c(S(=O)(=O)N2CCOCC2)c1	-1	1	2	-3	1.3	12	1	-13	7
O=C(/C=C/c1ccccc1F)c1cccc([N+](=O)[O-])c1	-3	-4	-3	12	0.0	15	4	28	-2
CCC(C)NC(=O)c1c(F)c(F)c(F)c(F)c1F (stereo not given)	14	-2	0	-4	-1.5	-7	4	16	7
O=C(OCc1ccc(COC(=O)c2cccnc2Cl)cc1)c1cccnc1Cl	-61	5	11	6	4.8	10	-4	33	-2
COC(=O)[C@@H]1C2CCC(C(=O)Nc3ccccc3)(CC2)[C@@H]1C(=O)OC	14	0	14	4	-2.5	1	4	4	0
CCCCCCCCN1C(=O)[C@H](CC(=O)N2CCOCC2)C[C@@]2(C(=O)OC)CC(C)(C)CC=C12	.	-2	9	2	.	.	-4	-21	2
CC(C)C[C@@H](CN)NC(=O)c1nc[nH]c1C(=O)N[C@@H](Cc1ccccc1)C(=O)CNC[C@H](C)NC(=O)c1nc[nH]c1C(=O)N[C@@H](CC(=O)O)C(=O)O	11	2	2	-4	-3.7	-1	-2	-4	0
CCOC(=O)c1c(C)[nH]c(-c2csc(N)n2)c1C	9	-1	7	9	4.9	-2	-7	8	-1
COC(=O)c1ccc2c(c1)C(=O)N(C1CCCCC1)C2=O	-3	0	7	5	-0.4	9	1	2	-7
CCN(CC)C(=O)CSc1nc(N)c2c3c(sc2n1)CC(C)CC3 (stereo not given)	-2	-4	15	-1	2.5	17	-1	-9	4
O=C1N=c2ccccc2=C1c1sc(=S)n(-c2ccc(O)cc2)c1O	-1	-4	0	-5	-0.9	7	-13	-11	5
OCCNNC(=S)NC1CC2C=CC1C2 (stereo not given)	2	2	8	15	-1.2	-18	-26	-25	-17
COc1ccc(C(=O)Nc2nnc(Cc3cccs3)s2)cc1OC	-18	1	6	5	0.1	9	5	12	0
COc1ccc(C(=O)Nc2n[nH]c(-c3ccncc3)n2)cc1	-5	0	4	-8	-0.4	-5	8	3	9
O=C(COC(=O)c1ccccc1Nc1ccccc1)NCc1ccccc1Cl	10	-1	2	-1	-1.5	22	1	14	1
CN(C(=O)c1ccc2c(c1)C(=O)N(CCC1=CCCCC1)C2=O)C1CCCCC1	-7	2	0	2	2.2	28	-4	15	-2
COc1ccc(N=Cc2cc(Cl)ccc2O)cc1Cl	-7	2	2	-11	2.3	11	-6	-9	3

An excerpt from above, showing only M5 ag:
| molecule | M5 ag |
| --- | --- |
| COc1ccc(C(=O)Nc2nnc(Cc3cccs3)s2)cc1OC | 1 |
| COc1ccc(C(=O)Nc2n[nH]c(-c3ccncc3)n2)cc1 | 0 |

Looked up above.
Cc1ccc(C(=O)N/C(=C\c2ccc(Cl)cc2)C(=O)NCCN2CCOCC2)cc1 | M5 PAM: 0
CCC(Oc1ccccc1)C(=O)Nc1nnc(C)s1 (stereo not given) | M5 PAM: 2
COc1ccc(S(=O)(=O)N2CCC(C(=O)NCCC(=O)NCc3ccccc3OC)CC2)cc1 | CHRM4 PAM: 4
CCOC(=O)c1c(C)[nH]c(-c2csc(N)n2)c1C | M5 ag: -1

Next section.
SMILES	CRFBP-R2 block	M5 ag	TAAR1 agonist	CHRM5 antagonist	CRFR2-BP ag	M1 PAM parental	CHRM4 PAM	TAAR1 antagonist	M5 PAM
C=CCOc1ccc(/C(O)=C2/C(=O)C(=O)N(CCCN3CCOCC3)C2c2ccccc2)cc1 (stereo not given)	13	-1	9	6	0.2	-6	-2	-13	-5
COc1cc2c[n+](C)c3c4ccccc4ccc3c2cc1OC	-12	-2	2	6	1.2	8	5	-1	1
Cc1ccc(S(=O)(=O)c2c(N)n(NC(=O)C3CC3)c3nc4ccccc4nc23)cc1	-34	0	6	9	2.0	-5	22	11	-1
COc1ccc(CCNC(=O)C(=O)NN=C2CCCCCCC2)cc1OC	-6	-1	0	-4	0.0	-6	3	-16	6
COc1cc(/C=C2/C(=O)N(c3ccc(C)c(C)c3)N=C2C)cc([N+](=O)[O-])c1O	28	1	-2	-1	0.3	15	0	-14	-2
CCOC(=O)N1CCN(Cc2nc(CC3CC3)no2)CC1	11	-2	5	8	-1.5	-8	-6	-10	-6
O=C(NC(=S)NC1CCS(=O)(=O)C1)c1cccc([N+](=O)[O-])c1 (stereo not given)	-5	-3	1	-3	1.0	-1	3	3	5
CCOc1ccc2[nH]c(C)c(CN3CCCCC3)c(=O)c2c1	13	1	0	-3	-1.7	11	-1	6	-4
CCC(C)Sc1ccc(-c2nc3cc(C)ccn3c2NC2CCCCC2)cc1 (stereo not given)	-3	3&2	1&-1	11&-6	-0.6	15&10	-4&-8	-4&-35	-1&-2
CC(C)C(NC(=O)c1ccc(C(C)(C)C)cc1)C(=O)NCc1ccccn1 (stereo not given)	3	3	11	-5	-1.0	-15	9	-11	6
CCOc1ccc(NC(=O)CN2C(=O)C3CC=CCC3C2=O)cc1 (stereo not given)	18	-3	3	-4	-0.3	18	4	15	5
C/C(=N/N1CCN(c2ccccc2)CC1)c1cccc([N+](=O)[O-])c1	1	-1	6	0	-2.1	8	-2	6	-3
OC(c1cccc(F)c1)c1ncc(-c2ccc3ccccc3c2)[nH]1 (stereo not given)	.	0	5	4	.	-2	0	14	-6
CC1CCN(CC(=O)Nc2ccccc2C(=O)NC2CC2)CC1	1	1	1	6	-0.3	12	5	-1	3
COc1ccc(CCNc2oc(Cc3cccc4ccccc34)nc2C#N)cc1OC	16	-2	11	7	0.7	-5	-10	48	-17
O=C(CCl)Nc1ccccc1C(=O)NCc1ccccc1	-5	1	4	5	0.2	11	-4	-9	4
CCOc1cc(C2CC(=O)Nc3cc(C)c(C)cc32)ccc1O (stereo not given)	-10	0	5	0	4.7	-3	2	8	-1
COC(=O)C1=CO[C@@H](O[C@@H]2O[C@H](CO)[C@@H](O)[C@H](O)[C@H]2O)C2C(CO)=CCC12 (stereo not given in full)	-1	-1	5	9	3.7	5	6	-10	2
O=C(c1c(F)cccc1F)N(Cc1cccs1)C1CCCC1	35	-6	0	4	-4.8	6	9	17	3
CS(=O)(=O)Cc1nc2ccccc2oc1=O	11	-1	8	-7	-1.3	16	-2	-9	3
CCN(CC)S(=O)(=O)c1ccc2[nH]cc(C(=O)NCCc3ccccc3)c(=O)c2c1	1	-1	16	5	2.3	12	-6	11	-2
Cc1ccc(S(=O)(=O)N2C[C@@H]3[C@H]4CC[C@H](C4)[C@@H]3[C@@H](C)[C@H]2c2ccn(Cc3ccccc3)c2)cc1	-7	2	0	3	1.3	1	6	-1	-1
O=C(Nc1nc(-c2ccco2)c(-c2ccco2)s1)c1ccc(F)cc1F	-2	2	1	-4	1.2	2	11	1	3
COc1cc(NC(=O)CCc2c(C)nc3nc(C)nn3c2C)cc(OC)c1	-22	1	0	-7	3.4	11	3	-18	0
COC(=O)[C@@]12C[C@@H](CC(=O)NCCC(C)C)C(=O)N(Cc3ccc4c(c3)OCO4)C1=CCC(C)(C)C2	.	0	-1	-2	.	.	2	-25	-1

New compounds follow
SMILES	CRFBP-R2 block	M5 ag	TAAR1 agonist	CHRM5 antagonist	CRFR2-BP ag	M1 PAM parental	CHRM4 PAM	TAAR1 antagonist	M5 PAM
CC(NS(=O)(=O)c1cccc(S(=O)(=O)c2ccccc2)c1)C(=O)O (stereo not given)	-8	-1	0	-2	-2.0	-13	10	3	2
Cc1ccc(N=CC2=C(O)CC(c3cccc(Cl)c3)CC2=O)cc1 (stereo not given)	-26	0	3	-9	-0.3	1	10	-4	-1
Cc1ccccc1NC(=O)NC1CCCCC1C (stereo not given)	-2	-2	6	-3	-1.1	19	2	-7	-3
CCN(CC)c1nc(N)c2c(N)nc3c(c2c1C#N)CC(c1ccccc1)O3 (stereo not given)	13	0	17	-4	0.5	11	24	-6	3
Cc1ccc(NC(=O)C2C(c3ccccc3)C=CC(c3ccccc3)C2C(=O)O)cc1 (stereo not given)	23	-3	6	-1	0.0	3	3	-5	-5
CC(C)(C)OC(=O)NCCCCCNC(=O)c1nc[nH]c1C(=O)NCc1ccccc1	4	3	16	13	-2.7	2	-8	60*	-25
COc1ccc(S(=O)(=O)N2CCOC2CNC(=O)C(=O)NCCCN2CCCC2=O)cc1OC (stereo not given)	4	1	1	9	-1.6	1	14	1	-5
Nc1ncnc(Sc2ccc(Cl)cc2)c1[N+](=O)[O-]	5	-2	9	8	2.6	8	6	-12	-8
Nc1cc(Cl)ccc1Oc1ccc(Cl)cc1	27	-2	25	-5	-1.4	-3	3	19	-10
O=C(NNC(=O)C1CCN(S(=O)(=O)c2cccc(C(F)(F)F)c2)CC1)C1CC1	0	-4	12	-3	-0.4	24	5	1	-4
COc1cc(C(=O)NCCNC(=O)c2ccc(C)nc2)cc(OC)c1OC	7	-4	0	12	-0.1	4	-1	5	-5

Screening results (PubChem BioAssay)
